# Bioassay records from PubChem BioAssay.
# MEP2 TOR yeast = modulators of MEP2-GFP levels in yeast, primary screen, S. cerevisiae, multiplex flow cytometry, MLPCN library; GFP response vs DMSO, % at 10 µM; 330,000 compounds, 0.51% hits; S. cerevisiae MEP2-GFP strain, 3 h; 100% = DMSO control level;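 active means GFP response versus DMSO above a set limit, roughly screen mean plus 3 SD, cut at about 180% in these data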;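 further: median GFP fluorescence of the barcode-gated MEP2-GFP cells per well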
# proCasp7 act = procaspase-7 activators, primary screen, counter-screen for procaspase-3 activator project, biochemical, absorbance, HTS, human; recombinant procaspase-7, Ac-DEVD-pNA absorbance 405 nm; D23A/D198A/D206A triple mutant, cannot self-cleave; scale: DMSO 0, 5 µM enzyme 100; activation, % at 8.5 µM; 330,000 compounds, 0.093% hits; AID 463210, 2010;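 active means percent activation above the screen-wide mean plus 3 SD, cut at about 25% in these data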
# Target sequence (P55210 whole entry D23A/D198A/D206A): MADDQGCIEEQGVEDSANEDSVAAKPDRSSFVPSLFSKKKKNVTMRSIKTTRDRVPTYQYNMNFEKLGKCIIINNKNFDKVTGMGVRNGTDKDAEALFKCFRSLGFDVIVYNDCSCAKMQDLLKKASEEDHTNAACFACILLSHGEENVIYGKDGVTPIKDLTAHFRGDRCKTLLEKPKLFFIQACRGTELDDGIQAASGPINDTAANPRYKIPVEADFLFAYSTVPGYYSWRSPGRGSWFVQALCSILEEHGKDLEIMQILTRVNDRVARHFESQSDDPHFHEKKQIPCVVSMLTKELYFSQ
#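 buffer or medium = Zinc-free HEPES/NaCl buffer, pH 7.4 | material = Procaspase-7 triple mutant (PC-7 D3A) | input = 2 µM procaspase-7 mutant as dispensed | signal = Epi-absorbance of released pNA at 405 nm, two timepoints | timing = 1 h preincubation, 2 h reaction | replicates = singlicate compound testing | evaluation = % activation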
# procasp3 activ = activators of human procaspase-3 D3A mutant, primary screen, biochemical, absorbance, PC-3 D3A mutant, single concentration. Caspase-3 (Homo sapiens), P42574. recombinant procaspase-3 D3A, Ac-DEVD-pNA absorbance 405 nm. activation, % at 8.5 µM. AID 463141, 2010. 330,000 compounds, 0.11% hits;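 active means activation above the mean of all tested compounds plus 3 SD, cut at about 21% in these data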;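 further: 0% = DMSO alone and 100% = DMSO wells spiked with extra 5 µM PC-3 D3A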
# Target sequence (P42574 whole entry D9A/D28A/D175A): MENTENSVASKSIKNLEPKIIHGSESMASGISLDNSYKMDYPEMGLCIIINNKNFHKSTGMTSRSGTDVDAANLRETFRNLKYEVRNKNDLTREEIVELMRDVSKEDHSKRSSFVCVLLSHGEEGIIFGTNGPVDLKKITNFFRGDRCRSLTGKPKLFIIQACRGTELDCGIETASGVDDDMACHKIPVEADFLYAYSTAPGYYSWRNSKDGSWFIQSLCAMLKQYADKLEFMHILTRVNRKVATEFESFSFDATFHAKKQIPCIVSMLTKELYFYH
#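 assay system = Procaspase-3 D3A mutant | signal = absorbance at 405 nm, 0 and 120 min | times = 1 h preincubation plus 2 h reaction at 25 °C | repeats = single replicate | read-out = % activation between DMSO and enzyme-spiked controls | medium = Zinc-free HEPES saline buffer with Triton X-100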
# AHR activator = AHR activators, primary screen, cell-based, luminescence, luciferase reporter, human; Aryl hydrocarbon receptor (Homo sapiens), P35869; AHR-responsive luciferase reporter cells; activation, % at 5 µM; AID 2796, 2010; 320,000 compounds, 2.5% hits; in the data active means activation above about 47%;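 further: 0% = vehicle wells and 100% = reference agonist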
# Yeast superoxide = reduction of superoxide in aged yeast, primary screen, HTS. 330,000 compounds, 0.18% hits. superoxide response (% of plate mean), % at 10 µM. S. cerevisiae aged cells, superoxide DHE fluorescence; stronger effect = lower value;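 active means superoxide response under a set limit, about three screen SD below normal, cut at about 65% in these data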;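 further: yeast aged for seven days with compound at 30 °C before DHE staining; 100% = average MFI of all compound-treated wells on the plate with controls excluded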
# JMJD2C inh = inhibitors of GASC-1 histone demethylase, primary screen, biochemical, fluorescence, DELFIA europium; Lysine-specific demethylase 4C (Homo sapiens), Q9H3R0; GST-JMJD2C(1-420) H3K9me3 demethylation; inhibition, % at 2.35 µM; 330,000 compounds, 0.069% hits; AID 2099, 2009;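 active means more than half of a compound's replicate wells show inhibition beyond 50%, single wells judged on their own value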;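 further: signal counts dimethyl H3K9 product captured on neutravidin plate; 0% = median of DMSO wells and 100% = 0.3 times that DMSO median; strong numbers were not always called active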
# Target sequence (Q9H3R0 1-420 limits assumed): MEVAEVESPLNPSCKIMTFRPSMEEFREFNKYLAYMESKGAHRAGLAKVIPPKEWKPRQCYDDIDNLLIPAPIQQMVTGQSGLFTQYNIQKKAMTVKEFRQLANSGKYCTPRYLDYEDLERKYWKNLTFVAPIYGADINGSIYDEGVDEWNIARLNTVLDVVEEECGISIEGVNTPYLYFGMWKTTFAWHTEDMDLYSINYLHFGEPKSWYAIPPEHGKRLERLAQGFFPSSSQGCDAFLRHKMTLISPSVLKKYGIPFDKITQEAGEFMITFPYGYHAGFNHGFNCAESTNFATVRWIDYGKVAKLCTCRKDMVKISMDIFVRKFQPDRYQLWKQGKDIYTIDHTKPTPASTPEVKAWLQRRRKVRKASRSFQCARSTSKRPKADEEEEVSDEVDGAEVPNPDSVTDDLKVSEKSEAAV
# LAP4 TOR yeast = modulators of LAP4-GFP expression in yeast, primary screen, S. cerevisiae, multiplex flow cytometry, MLPCN library; GFP response vs DMSO, % at 10 µM; 3 h; median GFP as percent of DMSO wells; 320,000 compounds, 0.34% hits;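 active means GFP response vs DMSO above a set limit, about the screen mean plus 3 SD, cut at about 150% in these data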
# RPL19A TOR yeast = RPL19A-GFP expression modulators in yeast, primary screen, cell-based, S. cerevisiae, multiplex flow cytometry, MLPCN; S. cerevisiae RPL19A-GFP strain, 3 h; stronger effect = lower value; percent response vs DMSO, % at 10 µM; 330,000 compounds, 0.3% hits; AID 2025, 2009;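 active means percent response vs DMSO below 50%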;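 further: median channel GFP fluorescence of the barcoded RPL19A-GFP strain; ratio of sample median GFP to plate DMSO average so 100% = DMSO; lower means less RPL19A-GFP as with rapamycin TOR inhibition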
# * = called active by the depositor; / = not tested or not shown.
[1] CCCN(CCC)S(=O)(=O)c1ccc(C(=O)N2CCOCC2)cc1
[2] CCCOc1ccc(N2CC(C(=O)Nc3ncccc3C)CC2=O)cc1 (centres undefined)
[3] COc1ccc(NC(=O)Cn2cnc3c(nnn3-c3ccc(C)cc3)c2=O)cc1
[4] O=C(Nc1ccc(Br)cc1)c1cccc2c1C(=O)N(C1CCCCC1)C2
[5] CC(C)(C)c1csc(NC(=O)CSC2=NCCS2)n1
[6] CCOc1ccc(NC(=O)Cc2ccc(NC3=NC4CS(=O)(=O)CC4S3)cc2)cc1 (centres undefined)
[7] Cc1ccc(-c2nnc(SCC(=O)CC(=O)Nc3ccccc3)n2-c2ccccc2)cc1
[8] CCOC(=O)C1=C(C)NC(=S)N(C(C)=O)C1c1ccc(OC)c(OC)c1 (centres undefined)

assay / entry,1,2,3,4,5,6,7,8
MEP2 TOR yeast,99,102,111,106,96,96,104,111
proCasp7 act,-2,-1,4,18,4,2,-15,3
procasp3 activ,17,1,2,-6,-5,1,-9,13
AHR activator,-1,2,-1,9,0,-2,0,-1
Yeast superoxide,88,98,86,103,104,104,103,101
JMJD2C inh,-19,0,18,-6,-21,2,-4,36
LAP4 TOR yeast,104,100,97,97,116,105,98,111
RPL19A TOR yeast,102,104,104,101,101,104,104,106

[9] COc1ccc(N/C(=N\c2nc(C)cc(C)n2)NC(=O)C(C)C)cc1OC
[10] Cc1cc(C)c(NC(=S)NC(NC(=O)c2ccccc2)C(Cl)(Cl)Cl)c(C)c1 (centres undefined)
[11] O=C(Cc1ccccc1)NCc1nc2ccccc2[nH]1
[12] COc1ccc(-c2cc(C(=O)N3CCOCC3)no2)cc1
[13] O=C(Oc1c(-c2ccco2)oc2ccccc2c1=O)c1cccnc1
[14] COc1ccc(Cn2c(=O)[nH]c3cc(C(=O)N4CCN(Cc5ccccc5)CC4)ccc3c2=O)cc1
[15] Cc1onc(-c2ccccc2)c1-c1csc(N/N=C/c2ccccc2)n1
[16] CC(=O)Nc1ccc(NC(=O)CSc2nnc(-c3ccc4c(c3)OCO4)o2)cc1

assay / entry,9,10,11,12,13,14,15,16
MEP2 TOR yeast,82,93,107,106,94,103,100,97
proCasp7 act,0,8,7,-6,-21,-3,0,0
procasp3 activ,4,1,-6,10,-37,-4,5,5
AHR activator,35,0,4,-2,2,2,4,2
Yeast superoxide,108,89,101,88,104,96,99,108
JMJD2C inh,-15,-5,-3,-1,8,7,-2,-4
LAP4 TOR yeast,79,91,111,119,94,113,102,91
RPL19A TOR yeast,94,97,105,106,101,104,96,94

[17] N#CC(C#N)=C(Nc1ccc(F)cc1)SCc1cccc(Br)c1
[18] Cc1csc(-c2cnn(-c3ccccc3)c2NC(=O)c2ccccc2)n1
[19] CN(C)S(=O)(=O)c1cccc(NC(=S)N/N=C/C(=O)c2ccccc2)c1
[20] O=C(Nc1cccc(C(=O)O)c1)/C(=C\c1ccccc1Cl)NC(=O)c1ccco1
[21] O=C(Cn1cnc2sc3c(c2c1=O)CCCC3)NCC(=O)Nc1ccc(F)cc1F
[22] c1ccn2cc(-c3ccc4c(c3)OCO4)cc2c1
[23] C/C(=C\C(=O)Nc1nccs1)c1ccccc1
[24] CCCCOc1ccc(-c2c(C(=O)Nc3ccccc3)c(C)[nH]c(=S)c2C#N)cc1

assay / entry,17,18,19,20,21,22,23,24
MEP2 TOR yeast,102,98,99,98,81,108,99,103
proCasp7 act,6,6,-4,-8,9,2,3,-7
procasp3 activ,-8,-3,18,-5,5,-3,-2,-3
AHR activator,1,17,37,8,2,8,9,2
Yeast superoxide,97,106,89,/,101,96,105,96
JMJD2C inh,13,3,0,6,-7,10,3,1
LAP4 TOR yeast,94,100,95,81,85,110,86,91
RPL19A TOR yeast,92,103,102,92,97,97,/,105

[25] CC1CC2=C(NC(=S)NC2c2ccccc2F)/C(=C/c2ccccc2F)C1 (centres undefined)
[26] CC1CN(S(=O)(=O)c2ccc(NC(=O)c3cc(-c4ccccc4O)n[nH]3)cc2)CC(C)O1 (centres undefined)
[27] Cc1cc(=O)oc2cc(OC(C)C(=O)NCC3CCC(C(=O)O)CC3)ccc12 (centres undefined)
[28] C/C(=N\Nc1ccc(Cl)c(C(=O)O)c1)c1ccc2c(c1)OCO2
[29] CC(C)(C)n1nnnc1CN1CCN(C2CCCC2)CC1
[30] COc1cccc(-c2ccc(C#N)c(SCC(=O)NCc3ccco3)n2)c1
[31] Cc1ccc(N2CC(C(=O)NCCS(=O)(=O)N3CCN(c4ccccc4F)CC3)CC2=O)cc1 (centres undefined)
[32] CN(C(=O)/C=C/c1ccc2c(c1)OCO2)c1ccccc1

assay / entry,25,26,27,28,29,30,31,32
MEP2 TOR yeast,96,102,109,95,98,99,97,91
proCasp7 act,-33,4,-5,4,1,2,9,0
procasp3 activ,-22,7,-11,2,3,4,-5,0
AHR activator,0,-1,-1,2,-5,21,1,97*
Yeast superoxide,102,94,106,96,99,97,120,102
JMJD2C inh,-3,-8,-13,-2,5,-15,3,-6
LAP4 TOR yeast,92,93,106,97,104,90,91,140
RPL19A TOR yeast,91,94,104,93,93,94,99,94

# As entered above:
# `CN(C(=O)/C=C/c1ccc2c(c1)OCO2)c1ccccc1` in LAP4 TOR yeast: 140
# `CC1CC2=C(NC(=S)NC2c2ccccc2F)/C(=C/c2ccccc2F)C1` (centres undefined) in LAP4 TOR yeast: 92

# (continued)
[33] CC(C)(C)OC(=O)N1CCC(CC2CC(c3ccccc3)=NO2)(C(=O)O)CC1 (centres undefined)
[34] Cc1ccc2[nH]c3c(c2c1)CN(C(=O)CN1CCN(Cc2ccc4c(c2)OCO4)CC1)CC3
[35] Cc1cc(C)c(C)c(S(=O)(=O)N(C)C2CCN(C)CC2)c1C
[36] Cc1cccc(NC(=O)C2CCN(S(=O)(=O)c3c(C)nn(C)c3C)CC2)n1
[37] O=C(O)c1ccc(NS(=O)(=O)c2cccc(C(=O)Nc3cccc(C(=O)O)c3)c2)cc1
[38] CS(=O)(=O)N(CC(=O)N1CCN(Cc2ccccc2)CC1)C1CCCCC1
[39] O=C(c1cn(-c2ccccc2)nc1-c1ccccc1)N1CCOCC1
[40] COc1ccccc1C(=O)NCC(=O)N/N=C/c1cc(Br)ccc1OC(=O)/C=C\c1ccco1

assay / entry,33,34,35,36,37,38,39,40
MEP2 TOR yeast,90,94,109,104,100,102,103,100
proCasp7 act,-2,-10,7,-1,2,5,2,-7
procasp3 activ,10,-3,-2,2,5,1,6,-1
AHR activator,7,21,2,0,0,3,41,8
Yeast superoxide,132,106,108,102,85,100,95,83
JMJD2C inh,1,8,-3,-7,0,170,0,2
LAP4 TOR yeast,130,92,96,103,99,100,102,95
RPL19A TOR yeast,96,93,108,98,105,101,102,98

[41] O=c1[nH]c2cc3c(cc2cc1CN(CCCO)Cc1nnnn1Cc1ccc(F)cc1)OCO3
[42] O=C(c1ccccc1[N+](=O)[O-])n1cnc2ccccc21
[43] COCCn1c(Cc2ccccc2)nnc1SCc1ccc([N+](=O)[O-])cc1
[44] COC(=O)N/N=C/c1cc(N=Nc2ccccc2)ccc1O
[45] O=C(OCC(=O)N1CCOCC1)c1ccccc1SCC(=O)N1CCCC1
[46] CCn1c(SCC(=O)Nc2nonc2C)nnc1-c1ccoc1C
[47] O=C(O)c1cccc(Nc2ccc3nonc3c2[N+](=O)[O-])c1
[48] CC1=NNC(=O)C1CCC(=O)N/N=C(\C)c1ccccc1 (centres undefined)

assay / entry,41,42,43,44,45,46,47,48
MEP2 TOR yeast,96,93,99,97,104,99,106,98
proCasp7 act,-8,0,5,-12,7,-2,3,-3
procasp3 activ,-8,5,-4,-10,2,-4,-3,-1
AHR activator,54*,41,-2,7,8,-1,1,0
Yeast superoxide,103,106,91,116,91,89,107,100
JMJD2C inh,-7,-6,-3,-4,0,-25,4,1
LAP4 TOR yeast,98,87,92,108,109,97,95,98
RPL19A TOR yeast,95,92,104,97,97,98,103,103

[49] COc1ccccc1NC(=S)NC1CCCCC1
[50] CCOc1ccc(N2C(=O)CC(SCc3nc4ccccc4[nH]3)C2=O)cc1 (centres undefined)
[51] Cc1ccc(N(CC(=O)N/N=C/c2ccc(OC3CSC3)cc2)S(=O)(=O)c2ccccc2)c(C)c1
[52] O=C(CCSc1nccn1Cc1ccccc1)N1CCOCC1
[53] CC1CCN(c2nc(N3CCCCC3)nc(N3CCCCC3)n2)CC1
[54] Cc1cc(Nc2cccc([N+](=O)[O-])c2)c2ccccc2n1
[55] COC(=O)/C=C/c1c(C)nc(NCc2ccccc2)nc1Cl
[56] CCC(=O)NC(c1ccccc1)c1c(O)ccc2ccccc12 (centres undefined)

assay / entry,49,50,51,52,53,54,55,56
MEP2 TOR yeast,92,102,105,99,98,102,91,115
proCasp7 act,-11,-31,-2,6,12,-2,5,11
procasp3 activ,-8,-21,0,7,8,7,3,2
AHR activator,2,12,3,-1,1,43,3,10
Yeast superoxide,109,97,98,87,107,118,107,98
JMJD2C inh,2,-17,3,-7,-9,11,6,-21
LAP4 TOR yeast,92,95,97,93,113,86,94,102
RPL19A TOR yeast,100,102,103,97,98,106,98,102

[57] O=C(O)CCC(=O)Nc1ccc(Br)cc1C(=O)c1ccccc1
[58] CCCOc1cccc(-c2cc(C(=O)NN)c3ccccc3n2)c1
[59] Cc1ccc(/C=C/C(=O)CCC(=O)O)cc1
[60] COc1ccc(NC(=O)CSc2nc3ncccc3[nH]2)cc1OC
[61] O=C(O)COc1ccccc1Cc1ccccc1
[62] O=C(CSc1c2c(nc3cc(Cl)ccc13)CCCC2)NCc1ccco1
[63] O=C1C2Sc3[nH]c(=O)sc3C(c3ccccc3)C2C(=O)N1c1ccccc1 (centres undefined)
[64] Cc1cccc(NC(=S)NC(=O)c2cc(-c3ccccc3)nc3ccccc23)c1

assay / entry,57,58,59,60,61,62,63,64
MEP2 TOR yeast,102,101,101,104,110,101,94,123
proCasp7 act,4,1,0,3,12,-3,-2,-1
procasp3 activ,3,10,-10,-4,4,-7,-7,-6
AHR activator,0,38,2,8,1,5,-1,2
Yeast superoxide,111,84,100,96,95,86,98,95
JMJD2C inh,-2,-1,-6,10,2,8,-14,12
LAP4 TOR yeast,101,96,100,95,108,99,89,115
RPL19A TOR yeast,101,99,95,102,102,102,87,105

# Four records picked at random from those above:
[61] O=C(O)COc1ccccc1Cc1ccccc1
[59] Cc1ccc(/C=C/C(=O)CCC(=O)O)cc1
[58] CCCOc1cccc(-c2cc(C(=O)NN)c3ccccc3n2)c1
[62] O=C(CSc1c2c(nc3cc(Cl)ccc13)CCCC2)NCc1ccco1

assay / entry,61,59,58,62
MEP2 TOR yeast,110,101,101,101
proCasp7 act,12,0,1,-3
procasp3 activ,4,-10,10,-7
AHR activator,1,2,38,5
Yeast superoxide,95,100,84,86
JMJD2C inh,2,-6,-1,8
LAP4 TOR yeast,108,100,96,99
RPL19A TOR yeast,102,95,99,102
